CDK5 p35 inh: inhibitors of human CDK5/p35 kinase. Q00535+Q15078. Recombinant CDK5/p35, ADP-Glo luminescence, 60 min. inhibition, % at 10 µM. 330,000 compounds, 0.01% hits. AID 488839;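 active means highest replicate inhibition of at least 50% and at least 75% of replicates reaching 50%; inconclusive means only one of the two criteria met; inactive means both criteria failed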;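 further: plate controls were DMSO neutral control for no effect and GW8510 at 10 µM for full effect; many of its hits are not listed in these tables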
Target sequence (Q00535 whole entry, looked up): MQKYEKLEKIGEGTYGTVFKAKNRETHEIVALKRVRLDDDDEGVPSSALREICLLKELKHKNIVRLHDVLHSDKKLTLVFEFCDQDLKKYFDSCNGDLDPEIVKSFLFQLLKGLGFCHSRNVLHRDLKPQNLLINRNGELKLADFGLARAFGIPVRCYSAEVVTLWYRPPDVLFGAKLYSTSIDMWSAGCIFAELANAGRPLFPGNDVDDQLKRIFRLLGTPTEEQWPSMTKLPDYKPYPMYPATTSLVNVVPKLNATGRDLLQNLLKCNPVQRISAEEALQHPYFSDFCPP
Target sequence (Q15078 whole entry, looked up): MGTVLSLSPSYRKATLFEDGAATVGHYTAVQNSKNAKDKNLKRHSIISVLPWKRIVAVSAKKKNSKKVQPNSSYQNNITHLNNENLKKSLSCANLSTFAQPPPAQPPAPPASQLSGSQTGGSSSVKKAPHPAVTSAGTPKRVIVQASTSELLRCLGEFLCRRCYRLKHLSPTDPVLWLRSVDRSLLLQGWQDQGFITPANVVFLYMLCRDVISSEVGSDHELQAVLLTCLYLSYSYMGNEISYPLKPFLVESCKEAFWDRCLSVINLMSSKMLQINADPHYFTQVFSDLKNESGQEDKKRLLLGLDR
MITF TRPM1 HTS: increases MITF-driven TRPM1 promoter luciferase signal | 300,000 compounds, 0.75% hits | AID 588334 | SK-MEL-5 TRPM1-promoter luciferase, 24 h; % of positive control, neutral wells = 0 | activation, % at 12.5 µM;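 active means mean activation of at least 80% with every replicate also reaching 80%; inconclusive means mean reaches 80% but some replicate falls short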;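 further: 0% = neutral control wells and 100% = parthenolide positive control wells; values of inactives mirror those of a sister screen read the other way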
dFosB activator: mouse delta FosB homodimer activation | P13346 | purified delta FosB, TAMRA-CDK5 oligo fluorescence polarization; percent of positive-control signal above neutral wells | activation, % at 25 µM | 340,000 compounds, 0.99% hits;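 active means mean activation above about 17%, with every replicate also reaching it, limit read from the data, passing the limit was not always enough; inconclusive means only one of the two conditions met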;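 further: fluorescence polarization rise as delta FosB binds a TAMRA Cdk5 AP-1 oligo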
Target sequence (P13346 whole entry, looked up): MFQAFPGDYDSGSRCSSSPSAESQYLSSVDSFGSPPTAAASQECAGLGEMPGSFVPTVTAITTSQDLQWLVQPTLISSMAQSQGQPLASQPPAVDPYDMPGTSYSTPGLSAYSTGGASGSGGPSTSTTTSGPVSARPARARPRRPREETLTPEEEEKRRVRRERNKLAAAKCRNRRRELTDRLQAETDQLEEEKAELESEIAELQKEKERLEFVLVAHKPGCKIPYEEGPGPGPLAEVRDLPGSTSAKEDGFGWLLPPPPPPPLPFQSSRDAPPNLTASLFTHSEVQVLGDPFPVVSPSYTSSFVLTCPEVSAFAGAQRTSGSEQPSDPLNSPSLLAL
cardiac RTF act: increases calcium sensitivity of human cardiac regulated thin filaments; activation, % at 7.2 µM; IANBD-labeled TnC RTF fluorescence at EC20 calcium; 0% EC20 calcium, 100% full calcium; 340,000 compounds, 0.24% hits; P19429+P45379; AID 493008;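 active means activation above the mean over all tested compounds plus 3 SD, cut at about 30% in these data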;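 further: rise in fluorescence read as greater calcium sensitivity of cardiac thin filaments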
Wnt bcat act: activates Wnt/beta-catenin signaling in a reporter cell assay. activator, plate reader. activation, % at 9.35 µM. 300,000 compounds, 1.2% hits; in the data active means activation above about 30%, passing the limit was not always enough; inconclusive means no clear call, values can overlap the other calls;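 further: 0% = neutral control wells and 100% = positive control wells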
Rtt109 Vps75: inhibitors of Candida albicans Rtt109/Vps75 histone acetyltransferase; Q5AAJ8; purified Rtt109/Vps75, ThioGlo CoA-SH fluorescence, 4 h; inhibition, % at 34.9 µM; 330,000 compounds, 0.16% hits; AID 540336;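 active means inhibition of at least 50% in every replicate; inconclusive means best replicate reaches 50% inhibition but some replicates fall short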
CAL PDZ FP-1: blocks peptide binding to the human CAL PDZ domain; purified CAL PDZ, TMR-peptide fluorescence polarization, 1 h; inhibition, % at 24.9 µM; 300,000 compounds, 0.92% hits; AID 602252;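 active means mean inhibition of at least 30% with at least half of replicates also reaching 30%; inconclusive means no clear call, values can overlap the other calls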;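 further: 0% = DMSO neutral control and 100% = excess unlabeled competitor peptide PRC23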
V-ATPase pHluor: yeast V-ATPase proton transport regulation by pHLuorin | AID 504577 | S. cerevisiae, pHLuorin cytosolic pH fluorescence | response, % at 10 µM | 350,000 compounds, 0.37% hits; in the data active means response mostly above about 7.3%, no sharp cut-off; inactive means mostly below about 5.4%; further: actives read high; inactives centre near 0; some compounds called inactive have numbers as strong as hits; reference of the scale not given here
CAL PDZ FP-2: inhibitors of human CAL PDZ peptide binding; purified CAL PDZ, TMR-peptide fluorescence polarization, 1 h; inhibition, % at 20 µM; AID 504414; 330,000 compounds, 0.02% hits; Q9HD26;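 active means highest replicate inhibition of at least 40%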;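 further: plate controls were DMSO neutral control wells for no effect and unlabeled competitor peptide control wells for full effect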
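System: tagged CAL PDZ domain. Schedule: 1 h room-temperature incubation prior to read. Signal: fluorescence polarization (mP). Measure: percent inhibition from loss of millipolarization.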
Tat transport: inhibitors of E. coli Tat protein transport. E. coli MC4100 TorA-mCherry Tat export, fluorescence. inhibition, % at 10 µM. 340,000 compounds, 0.036% hits. AID 488895;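 active means mean replicate inhibition at least 50% and at least half of replicates individually reaching 50%; inconclusive means only one of the two criteria met; inactive means neither criterion met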;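 further: exported cargo escapes ClpAP degradation while cytoplasmic cargo is degraded and loses fluorescence; 0% = median of neutral control wells and 100% = median of NaSCN control wells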
Numbers without * were called inactive; ? = inconclusive; nt = no result given.

SMILES	CDK5 p35 inh	MITF TRPM1 HTS	dFosB activator	cardiac RTF act	Wnt bcat act	Rtt109 Vps75	CAL PDZ FP-1	V-ATPase pHluor	CAL PDZ FP-2	Tat transport
CN(C)Cc1c(C(=O)N/N=C/c2ccccc2OCc2ccc(F)cc2)nnn1-c1nonc1N	1.8	14	-5	-1	5	15	-6	3	-1.3	13
C=CCn1c2ccccc2n2nc(C)c(=O)nc12	-0.8	6	-8	-1	-1	4	5	-7	-1.1	-3
Cc1onc(C(N)=O)c1C(=O)Nc1ncc(C(F)(F)F)cc1Cl	-0.5	7	9	1	-4	2	nt	0	-0.4	-4
CC(C)OC(=O)c1cn(-c2ccccc2)nc1-c1ccco1	0.9	2	-17	-4	3	6	0	-1	-2.5	4
COC(=O)c1sccc1Oc1ccc(F)cc1[N+](=O)[O-]	-1.3	4	-3	3	nt	-2	-1	3	-0.4	-7
CNC(=O)c1ccsc1NC(=O)C1CCN(S(=O)(=O)c2cccs2)CC1	-1.6	-7	-15	6	2	29	-2	-2	-2.8	-1
CC(C)COP(=O)(c1ccc(N(C)C)cc1)C(O)c1ccc(N(C)C)cc1 (configuration not stated)	1.2	nt	-8	3	-2	-6	-4	0	-0.7	2
O=C(NCCCn1ccnc1)c1ccc(F)cc1	-1.1	nt	6	-1	-1	-9	0	-1	-0.2	3
CCCSc1nnc(CSc2nc3ccccc3s2)n1-c1ccccc1	2.1	-18	-9	-2	nt	7	nt	-3	-2.1	13
CCCn1c(=O)c2sccc2n2c(CCCC(=O)NC3CCN(Cc4ccccc4)CC3)nnc12	1.5	-3	-4	-4	-2	-2	-3	10*	-2.4	1
COc1cccc(N2CCN(CC(=O)Nc3ccccc3C(=O)NCc3ccccc3)CC2)c1	-0.8	-2	2	-2	-4	0	-4	0	0.0	3
Cc1ccc(S(=O)(=O)/N=C(/c2ccccc2)N(C)C)c(C)c1	-1.6	-3	-1	4	1	12	-5	4	-3.2	4
C=CCOc1ccc(CN(C)CC(O)COc2cccc3ccccc23)cc1 (configuration not stated)	2.1	-1	19*	0	-2	23	-6	-2	-1.4	-4
COc1ccc(C(=O)NCC(=O)OCC(=O)c2ccc3c(c2)NC(=O)CO3)cc1OC	0.4	13	-8	nt	0	2	6	-3	-0.1	-8
Cc1cccc(NC(=O)c2ccc(Cl)c(NC(=O)c3ccncc3)c2)c1C	-2.0	3	-6	-3	-1	-1	-1	-2	-0.4	6
CCn1c(C)c(C(C)=O)cc(C#N)c1=O	-2.9	-4	-2	2	-2	-9	-2	0	-2.2	1
CN1CCN(C(=O)CSc2nc(-c3cccs3)cc(-c3cccs3)c2C#N)CC1	0.6	28	-34	5	nt	4	-5	0	-3.7	0
Cc1nn(C(C)C(=O)NCCCN(Cc2ccccc2)C(C)C)c(=O)c2c1sc1ccccc12 (configuration not stated)	0.5	7	-6	-4	0	8	1	-3	-0.8	2
NCCCC[C@@H]1NC(=O)[C@H](CCC(=O)O)NC(=O)c2cc([N+](=O)[O-])cc(I)c2OCC[C@@H](C(N)=O)NC1=O	0.8	1	4	-2	nt	-5	1	-1	-0.2	3
C[C@@]12CCC3[C@@](CCC4[C@@]3(C)CCC[C@@]4(C)C(=O)N3CCCCC3)(CC1=O)C2 (some centres not stated)	1.8	12	6	10	0	4	-5	-1	0.5	-3
CCN1CCN(c2cc(C)c3cc(NC(=O)CCC(=O)N4CCN(c5ccccc5OC)CC4)ccc3n2)CC1	-0.9	24	-12	-5	-4	21	-2	2	-1.1	4
Cc1c(CNCC(C)c2ccccc2)c(C(=O)O)c(C)n1Cc1ccccc1 (configuration not stated)	0.2	-2	-2	-4	13	0	nt	-1	-0.4	-6
CCOCCCNC(=O)C(c1ccccc1)N(Cc1ccc2c(c1)OCO2)C(=O)c1ccccc1O (configuration not stated)	1.1	-6	1	-1	-4	9	4	2	-3.0	5
CCN(C(=O)COC(=O)c1ccccc1Nc1ccccc1)c1c(N)n(Cc2ccccc2)c(=O)[nH]c1=O	-1.8	nt	-8	-1	-5	-6	-2	-3	-0.7	-8
Cc1ccccc1OCC(=O)N(Cc1nc(-c2ccccc2)no1)C(C)C	0.5	-7	1	-3	-4	4	4	2	-3.7	12
CCn1c(-c2cccnc2)n[nH]c1=S	-0.2	-8	-3	1	-1	1	1	-1	-2.3	-5
CCOC(=O)/C(C#N)=C\N(C)C	-2.4	nt	-11	1	nt	?	-6	-7	-2.9	7
CSc1sc(C(=O)O)c2c1C(=O)CCC2	1.7	-4	-2	3	1	0	-7	8	0.2	-1
CCN(C(=O)c1ccccc1Cl)c1ccccc1	0.2	-6	1	-1	nt	-6	-1	-6	nt	-8
COC(=O)c1sccc1NC(=O)Nc1ccc(OC)c(OC)c1	7.6	10	-14	-2	-4	3	-2	2	0.2	2
O=C(CCC1CCCCC1)NCCN1CCOCC1	-1.1	nt	-6	-2	-1	4	4	0	1.0	?
O=C(COC(=O)c1ccc(Br)o1)Nc1cccc(S(=O)(=O)N2CCOCC2)c1	-3.7	3	-5	-3	-2	-14	-44	-2	-0.1	-2
O=C1C=C(O)c2cccc3cccc1c23	1.3	nt	0	5	2	-5	7	-4	-0.3	-5
COc1cc(NC(=O)CCC2CCCC2)cc(-n2cnnn2)c1	0.3	2	-5	-4	0	0	-5	-1	-1.3	2
CCN(CCCNC(=O)CNC(=O)c1nn(-c2ccc(OC)c(OC)c2)c(=O)c2ccccc12)c1ccccc1	0.3	-15	-11	-2	-1	13	4	1	-1.2	1
COc1ccc(NC(=O)CN2CCN(c3c(C)cc(C)cc3C)CC2)cc1	-1.8	9	-10	-8	3	-4	-6	0	-1.0	2
Cc1nc(-c2ccccc2)sc1C(=O)O	-0.7	17	-3	2	-4	-4	nt	-2	0.7	7
CSc1nc(/C=C2\C=Nc3ccccc32)c(O)n1C	-1.0	-3	-7	7	6	3	-1	4	0.8	1
O=C(NNC1=NS(=O)(=O)c2ccccc21)c1ccc([N+](=O)[O-])cc1	2.7	-15	-1	-3	0	0	3	3	-2.0	2
COCCNc1nnc(SCC(=O)NC(=O)c2ccccc2OC)s1	0.4	1	0	-6	0	2	-3	-6	-0.4	-5
COC(=O)c1c(NC(=O)CN2CCC3(O)CCCCC3C2c2ccc(OC)cc2OC)sc(C)c1C (configuration not stated)	-0.6	0	-12	5	0	12	-3	2	-0.5	2
COc1cccc(OC)c1C(=O)Nc1ccc(S(=O)(=O)Nc2ncccn2)cc1	-0.7	nt	-1	3	7	7	0	0	0.3	-3
CCCOc1ccc(NC(N)=O)cc1OCCC	-1.1	3	0	-2	nt	-3	3	-2	-2.1	0
COc1ccc(/C=C/C(=O)c2ccc(C)c([N+](=O)[O-])c2)cc1O	0.2	13	0	2	-1	6	-1	0	0.1	4
CSc1ccc(C(=O)C2CCCN(C(=O)c3cccc(N4CCOCC4)c3)C2)cc1 (configuration not stated)	0.9	-4	-14	5	-1	3	nt	-2	-0.7	0

The closing 3 entries of the part above open the next one:
SMILES	CDK5 p35 inh	MITF TRPM1 HTS	dFosB activator	cardiac RTF act	Wnt bcat act	Rtt109 Vps75	CAL PDZ FP-1	V-ATPase pHluor	CAL PDZ FP-2	Tat transport
CCCOc1ccc(NC(N)=O)cc1OCCC	-1.1	3	0	-2	nt	-3	3	-2	-2.1	0
COc1ccc(/C=C/C(=O)c2ccc(C)c([N+](=O)[O-])c2)cc1O	0.2	13	0	2	-1	6	-1	0	0.1	4
CSc1ccc(C(=O)C2CCCN(C(=O)c3cccc(N4CCOCC4)c3)C2)cc1 (configuration not stated)	0.9	-4	-14	5	-1	3	nt	-2	-0.7	0
O=C(Oc1cc2oc(=O)c3c(c2cc1Cl)CCCC3)c1cccs1	-1.8	-1	-4	17	-2	0	1	0	-2.3	3
CC1=C(C)CC(C(=O)Nc2cccc(Cl)c2)C(C(=O)O)C1 (configuration not stated)	-1.0	nt	-1	3	0	5	0	1	-0.1	-6
O=C(c1ccc(F)cc1F)N(Cc1ccccn1)Cc1ccco1	-3.0	7	-1	6	nt	3	nt	4	-0.9	10
CCOC(=O)C1CCCN(Cc2cn[nH]c2-c2ccc(F)cc2F)C1 (configuration not stated)	0.6	3	4	5	1	18	2	4	-1.0	5
CO/N=C/c1ccc(Oc2ccc([N+](=O)[O-])cc2[N+](=O)[O-])c(OC)c1	0.0	-6	0	0	-2	2	-3	-1	-2.6	9
Cc1[nH]c2ccccc2c1SCc1nnc(SCc2ccccc2)n1C	-0.2	-10	-10	1	-2	0	nt	0	-0.7	-8
Cn1c(=O)c2nc3ccccc3nc2n(C)c1=O	0.5	-15	3	6	0	1	0	-1	-0.8	4
O=C(NCCCNC(=O)c1cccnc1)c1ccc(Cl)cc1	-1.2	7	-1	1	-3	1	nt	-2	-0.8	-3
Cc1ccc(Cl)cc1NC(=O)C1CCCN(S(C)(=O)=O)C1 (configuration not stated)	1.2	-9	14	-6	1	-3	-5	-3	-0.9	7
Cc1cc(C)nc(NC(=O)CSc2nn(C)c(=S)s2)n1	1.3	6	1	-6	-1	-14	-4	0	-2.3	2
COc1ccc(N2CCN(C(=O)CCCC(=O)c3ccccc3)CC2)cc1	-0.1	4	6	1	-1	0	-4	-1	-0.8	1
COc1ccc(/C=N/n2c(C)nc3ccccc3c2=O)cc1	-2.3	30	1	-4	11	2	1	-1	-1.6	8
CCOC(=O)c1cccc(NC2c3ccccc3C(=O)N2Cc2ccco2)c1 (configuration not stated)	0.2	-19	-5	9	-5	11	-1	5	-1.5	-46
O=C(CSc1nnc(CNc2ccc(F)cc2)n1-c1ccccc1)N1CCOCC1	0.7	-10	-13	7	7	-1	-2	-9	-5.9	11
c1ccc(-n2nnc3cnccc32)cc1	-0.7	25	-2	3	nt	-1	-4	4	-0.3	-6
Cc1ccc(SCCC(=O)NCC2CCCO2)cc1 (configuration not stated)	-1.9	4	-1	1	-1	-4	3	5	-2.8	8
CCC(=O)Nc1ccc(NC(=O)c2ccc3c(c2)OCO3)cc1	0.8	-9	6	1	nt	5	-2	-1	0.0	5
COc1ccc(OC)c(S(=O)(=O)NCCS(=O)(=O)N2CCN(c3ccccc3)CC2)c1	1.0	1	-9	0	-1	4	35*	-5	-0.9	-7
CC(C)(C)C(=O)NC(=S)Nc1cc(C(F)(F)F)ccc1N1CCOCC1	1.4	3	-10	5	nt	5	-1	0	-0.2	2
CCC1SC(CC)C(=O)N(CC(=O)Nc2ccc3c(c2)OCO3)C1=O (configuration not stated)	-0.1	1	-7	-2	nt	-7	2	-1	-2.4	-4
O=C(CN1CCN(S(=O)(=O)c2ccc3c(c2)OCCO3)CC1)Nc1cccc(F)c1	-0.4	-2	-18	-3	1	2	-2	-2	-2.8	-2
CC(Oc1cccc(Cl)c1)C(=O)Nc1cc(=O)n(C)c(=O)n1C (configuration not stated)	3.7	nt	-4	-2	-2	3	-1	2	-0.8	0

Source: PubChem (several laboratories)
